Screens: PubChem, National Center for Advancing Translational Sciences (NCATS)
D2 PAM = HTS Assay for Positive Allosteric Modulators of the Human D2 Dopamine Receptor: Primary Screen for Potentiators. potentiation, % at 10 µM. 340,000 compounds, 0.34% hits. AID 485347, 2010. HEK293 T-REx D2, calcium flux, EC20 dopamine potentiation;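 active = potentiation over 3 SD above the plate norm, cut at about 30% in these data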; also: 0% is about no effect
Target sequence (P14416 whole entry, looked up): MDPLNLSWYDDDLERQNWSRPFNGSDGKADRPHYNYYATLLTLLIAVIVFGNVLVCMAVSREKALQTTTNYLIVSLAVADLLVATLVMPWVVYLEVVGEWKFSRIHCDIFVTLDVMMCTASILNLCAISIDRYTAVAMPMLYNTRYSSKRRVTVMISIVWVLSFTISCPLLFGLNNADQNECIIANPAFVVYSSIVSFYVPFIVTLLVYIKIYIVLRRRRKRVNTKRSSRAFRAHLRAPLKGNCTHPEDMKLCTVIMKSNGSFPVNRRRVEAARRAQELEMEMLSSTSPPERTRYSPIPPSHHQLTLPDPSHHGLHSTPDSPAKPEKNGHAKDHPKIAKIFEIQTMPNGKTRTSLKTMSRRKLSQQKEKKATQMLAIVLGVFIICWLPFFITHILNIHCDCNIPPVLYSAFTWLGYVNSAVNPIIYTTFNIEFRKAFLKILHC
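Tetracycline-induced HEK293 T-REx cells force-coupled to calcium signalling expressed D2; compounds were pin-added after a 10 s baseline, read kinetically 180 s, then an EC20 dopamine challenge followed with a further 180 s calcium read.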
D2 agonist = HTS Assay for Allosteric Agonists of the Human D2 Dopamine Receptor: Primary Screen for Agonists | D(2) dopamine receptor (Homo sapiens), P14416 | HEK293 T-REx D2 cells, calcium flux agonist mode | activation, % at 2 µM | 340,000 compounds, 0.53% hits;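 active = activation over 3 SD above normal in the single-dose calcium agonist read, cut at about 30% in these data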; also: 0% is about no effect
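Calcium-flux readout, 1 cycle/sec over 180 s following compound pin transfer, in inducible HEK293 Trex D2 cells (force-coupled); dopamine controls included. Positive calcium responses during this window marked compounds as potential agonists.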
D1 agonist = Allosteric Agonists of the Human D1 Dopamine Receptor: qHTS. D(1A) dopamine receptor (Homo sapiens), P21728. HEK293 T-REx D1 cells, calcium flux, agonist mode. activation, % at 2 µM. 360,000 compounds, 1% hits; in the data active = activation above about 30%; also: 0% is about no effect
Target sequence (P21728 whole entry, looked up): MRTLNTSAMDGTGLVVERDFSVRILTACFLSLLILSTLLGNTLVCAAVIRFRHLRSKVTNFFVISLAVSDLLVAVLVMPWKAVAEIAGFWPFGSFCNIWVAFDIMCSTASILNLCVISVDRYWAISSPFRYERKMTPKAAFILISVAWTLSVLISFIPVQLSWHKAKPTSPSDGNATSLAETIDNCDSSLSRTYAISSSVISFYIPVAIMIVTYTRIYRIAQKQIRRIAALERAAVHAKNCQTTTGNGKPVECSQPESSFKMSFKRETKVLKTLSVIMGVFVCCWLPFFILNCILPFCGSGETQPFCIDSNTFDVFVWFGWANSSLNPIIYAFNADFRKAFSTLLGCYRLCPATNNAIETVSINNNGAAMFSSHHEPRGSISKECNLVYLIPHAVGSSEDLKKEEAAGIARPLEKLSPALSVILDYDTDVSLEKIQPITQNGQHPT
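Agonism was scored from calcium flux recorded over 180 s (1 read/s) after pintool compound addition, following a 10-cycle baseline. Cells were inducible force-coupled HEK293 TREx D1, plated overnight at 30 C and loaded with no-wash calcium dye.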
D2 antag = HTS Assay for Allosteric Antagonists of the Human D2 Dopamine Receptor: Primary Screen for Antagonists; D(2) dopamine receptor (Homo sapiens), P14416; HEK293 TREx D2 cells, calcium flux, dopamine EC80; inhibition, % at 10 µM; 340,000 compounds, 2% hits; AID 485344, 2010; in the data active = inhibition above about 30%; also: 0% is about no effect
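Calcium mobilization kinetics were recorded at 1 s intervals in tetracycline-induced HEK293 T-REx D2 cells, first for 180 s after compound addition and then 180 s after EC80 dopamine.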
RXFP1 ag = qHTS Assay for Agonists of the Relaxin Receptor RXFP1 | 370,000 compounds, 0.3% hits | AID 2676, 2010 | Potency, µM (highest dose often 57.5 µM), for the others: at the highest dose activation, most hits filed as activators | HEK293T-RXFP1 cAMP TR-FRET, 30 min; response scale: percent of porcine relaxin response, buffer zero | Relaxin receptor 1 (Homo sapiens), Q9HBX9; active = well fitted activation curve with a large enough effect; inconclusive = small, poorly fitted or top-dose-only effect; also: potency is read from the fitted curve at half-maximal effect; % is scaled to controls: 0 for no effect and ±100 for the full control effect; nearly all actives have a fitted effect of over 60% in size; many of its hits are not listed in these tables
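cAMP rise read by TR-FRET after 30 min, 37C compound exposure (up to 58 uM) in RXFP1-transfected HEK293 cells with Ro 20174 present. EC50 from Hill-equation fits, with 29 nM porcine relaxin as 100% and buffer as basal.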
D1 antag = Antagonist of Human D 1 Dopamine Receptor: qHTS. D(1A) dopamine receptor (Homo sapiens), P21728. HEK293 TREx D1 cells, calcium flux, dopamine EC80; active compounds read low. activity change, negative = inhibition, % at 10 µM. 360,000 compounds, 3.2% hits; in the data active = activity change below about -30%; also: % is scaled to controls: 0 for no effect and ±100 for the full control effect
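Allosteric or orthosteric antagonism assessed as attenuation of the calcium response to EC80 dopamine, added 180 s after compound, in induced HEK293 Trex D1 cells loaded with no-wash calcium dye.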
TRHR enhancer = qHTS for Small Molecule Agonists and Allosteric Enhancers of Human TRH Receptor: Primary Screen for Enhancers. enhancement, % at 2 µM. 360,000 compounds, 0.66% hits. Thyrotropin-releasing hormone receptor (Homo sapiens), P34981. TRHR cells, fluo-8 calcium fluorescence, EC20 TRH enhancement; in the data active = enhancement above about 30%; also: 0% is about no effect
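TRHR-expressing cells loaded with fluo-8 calcium dye were read kinetically (ex 480/em 530) during compound addition, then stimulated with an EC20 of TRH (10 nM final). Enhancement of the Gq-mediated intracellular calcium response was scored.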
D1 PAM = Potentiators of Human D1 Dopamine Receptor: qHTS. potentiation, % at 10 µM. 360,000 compounds, 0.036% hits. D(1A) dopamine receptor (Homo sapiens), P21728. HEK293 TREx D1 cells, calcium flux, dopamine EC20 potentiation; in the data active = potentiation above about 30%; also: 0% is about no effect
RXFP1 antag = qHTS Assay for Antagonists of the Relaxin Receptor RXFP1. Relaxin receptor 1 (Homo sapiens), Q9HBX9. HEK293-RXFP1, relaxin-stimulated cAMP HTRF, 30 min; active compounds read low. activity change, negative = inhibition, % at 57.5 µM. 350,000 compounds, 0.59% hits;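 active = activity change of -60% or lower, but not beyond a set lower limit; inconclusive = change between -60% and -40%, or beyond the set limit; inactive = change above -40%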; also: % is scaled to controls: 0 for no effect and ±100 for the full control effect
* = called active by the depositor; ? = inconclusive; / = no result given. Only part of the results is shown; count on the stated rates, not on these rows.

Sequence of screens – D2 agonist, TRHR enhancer, RXFP1 ag, D1 antag, D2 PAM, D2 antag, D1 PAM, RXFP1 antag, D1 agonist
- CC1CN(S(=O)(=O)c2ccc(F)cc2)C(C)N1C(=O)N1CCOCC1 (stereo not given)
    -0.3, 0, -0.3%, 6, -11, 32*, -1, -11, 4
- Cc1c(CCOC(=O)C23CC4CC(CC(C4)C2)C3)sc[n+]1CC#N
    0.0, 41*, -1.8%, 0, -4, -23, -4, -11, 5
- CC(C)(C)n1nc2c(c1NC(=O)Cc1cccc3ccccc13)CS(=O)C2 (stereo not given)
    -1.2, 0, 2.8%, -3, 11, -2, -1, /, 4
- O=C(C1CCC(CNc2c(N3CCOCC3)c(=O)c2=O)CC1)N1CCN(c2ccccc2)CC1 (stereo not given)
    8.5, 1, 4.7%, 4, 5, -17, -1, /, 1
- OC(COCc1ccccc1)CN1CCCCC1 (stereo not given)
    -1.2, 14, 0.6%, -7, 3, 18, -5, 10, 2
- COc1ccc(S(=O)(=O)N2CCCC(C(=O)NCCC(C)C)C2)cc1 (stereo not given)
    -5.0, 3, 1.8%, -30*, 4, -22, -8, -4, 5
- CC(C)CO/C(=N/S(=O)(=O)c1ccccc1)c1ccccc1
    0.6, -11, 1.8%, 1, -7, 3, -7, 0, 2
- O=C(CSc1ncc2c(n1)-c1cc(Cl)ccc1N(Cc1ccccc1)S2(=O)=O)NCCc1ccccc1
    /, -1, ?, -12, 11, /, -3, /, 4
- CC(C)CNS(=O)(=O)c1ccc(CCC(=O)N2CCN(Cc3ccccc3)CC2)cc1
    0.4, 2, 0.2%, -18, 11, 25, -2, -1, 11
- CN(C)C(CNC(=O)CCCOc1ccccc1)c1ccco1 (stereo not given)
    1.8, -4, -2.4%, 4, 8, -20, 5, -3, -2
- CC(C)N(CCCNC(=O)CC1Oc2ccccc2NC1=O)Cc1ccccc1 (stereo not given)
    -0.9, -6, 0.3%, 16, -17, 30, /, /, -1
- O=C(Nc1cccc(O)c1)c1ccc([N+](=O)[O-])cc1Cl
    3.9, 7, 1.1%, 5, 13, -15, -8, 4, 2
- Cc1ccc2oc(C(=O)N3CCN(CCO)CC3)c(C)c2c1
    -0.3, 2, -0.7%, -1, -18, 3, -5, -8, 1
- Cc1ccc(CNC(=O)C2CCCN(c3ncnc4c3nc3n4CCCCC3)C2)cc1 (stereo not given)
    0.3, 8, 1.8%, 3, -8, 1, -4, -2, 1
- Nc1ncnc(Oc2cccc(C(F)(F)F)c2)c1[N+](=O)[O-]
    0.9, 5, 3.1%, -5, -1, 8, 2, -2, 6
- CCCCOc1ccc(NC(=O)c2cc(F)c(F)cc2Cl)cc1
    -0.4, 1, 0.6%, -2, -2, 21, -2, -7, 5
- Cc1nc(NC2=NCN(Cc3ccco3)CN2)nc2ccccc12
    0.4, -4, 1.9%, 12, -6, -14, -4, /, 5
- COc1ccc(C)cc1NC(=O)CN(c1ccccc1F)S(C)(=O)=O
    -0.4, -1, -1.1%, -18, 11, 15, -12, -8, 5
- Cc1ccc(CCNS(=O)(=O)c2cc3c(cc2C)n(C)c(=O)c(=O)n3C)cc1
    -0.5, -1, 7.6%, 2, 0, 8, -6, -1, 1
- O=C(NNC(=O)c1ccccc1Br)c1ccc(Cl)cc1
    0.1, -8, 3.3%, 6, -12, 21, -6, 3, 0
- Cc1noc(/C=C/N(C)C)c1S(=O)(=O)N1CCCC(C(=O)NC2CCCCC2C)C1 (stereo not given)
    -0.7, 0, 0.3%, -4, 9, 2, 0, 0, 0
- Cc1ccc(-c2cc(N)n(Cc3ccc(Cl)cc3)n2)cc1
    0.5, 10, -0.3%, 11, -9, -15, 1, -16, 3
- O=C(c1ccc(Cl)cc1Cl)N1CCC(C(=O)N2CCOCC2)CC1
    -3.1, -4, 1.9%, -12, /, -13, -2, 19, 0
- O=C(NC1CC2CCCC(C1)N2C(=O)Nc1ccccc1)c1ccncc1 (stereo not given)
    -0.2, 18, -0.7%, -1, -5, -1, -4, -20, 2
- CCCn1nnnc1NCc1ccccc1C
    /, 3, -3.8%, 4, /, /, -3, 3, 1
- COc1ccccc1S(=O)Cc1ccc(C(=O)NCc2ccccc2Cl)o1 (stereo not given)
    0.3, 3, -0.1%, -21, -1, -30, 6, /, 0
- CCNC(=O)/C(C#N)=C/c1c(N2CCOCC2)nc2ccccn2c1=O
    -0.5, 7, 2.2%, 3, 3, -5, 2, -14, 2
- Cc1cc(C)nc(SCc2ccc(C(=O)N/N=C/C3CCCCC3)cc2)n1
    -0.5, 4, -0.4%, -19, 6, -1, 2, -2, 5
- Cc1cccc(N(CC(=O)NCCc2ccccc2)C(=O)c2csnn2)c1
    -0.3, -1, -0.7%, 2, 0, -5, 5, 3, 0
- COCC(=O)N1CCN(c2cccc(Cl)c2)CC1
    -0.2, 0, -1.0%, 7, 6, -17, 8, -5, 5
- Cc1nc2c(c(C)nn2C(C)(C)C)c(C)c1CCC(=O)Nc1ccc(F)cc1
    1.6, 1, ?, 12, -3, /, -4, /, 4
- Cc1ccc(-n2c(=O)c3ccc(C(=O)NCc4ccccc4Cl)cc3n(CC(=O)Nc3cccc(Cl)c3)c2=O)cc1
    0.4, 29, 2.5%, -9, 12, /, -3, /, 11
- Cc1ccc(C(=O)NC(=S)Nc2ccccc2N2CCOCC2)cc1C
    0.9, -8, -1.5%, 53, 10, -2, 16, -11, 6
- COc1ccccc1NC(=O)COc1cccc2c1CCNC2=O
    0.4, -3, 3.5%, -10, 0, 1, 2, 13, 0
- Nc1cc(F)ccc1N1CCCCCC1
    -0.8, -1, 3.7%, -2, 12, 5, -2, 14, 5
- COc1cc2c(cc1OC)CN(Cc1cc(OC)c(O)c(OC)c1)CC2
    1.5, 3, 2.2%, 8, -17, -15, -7, 11, 2
- COC(=O)c1c(C)oc(C)c1S(=O)(=O)Nc1ccc(C(C)C)cc1
    -1.2, 2, -2.8%, -21, 6, -2, -7, -12, 16
- COc1ccc(S(=O)(=O)NCCSCc2ccc(Cl)cc2)cc1NC(C)=O
    0.3, 10, -0.1%, -7, 20, 7, 1, -14, 0
- COc1ccc(N2CCN(C(=O)CCS(=O)(=O)c3cccc4nsnc34)CC2)cc1
    -0.3, -1, -1.5%, -13, 6, -12, -5, ?, 1
- CC1CCC(NC(=O)C2c3ccccc3C(=O)N2Cc2ccc3c(c2)OCO3)CC1 (stereo not given)
    -0.6, 1, 0.6%, 12, 2, 15, -6, 4, 1
- O=C(NC(Nc1nc2ccccc2s1)(C(F)(F)F)C(F)(F)F)c1ccccc1
    -0.1, 4, 1.9%, -4, -1, -12, -3, 0, 2
- Cc1ccc(Nc2ncccc2C(N)=O)cc1
    0.8, -6, 4.4%, 6, 14, -8, -6, 3, 0
- Cc1ccnn1CC(=O)N/N=C/c1ccc([N+](=O)[O-])s1
    0.8, -2, -0.1%, 8, 1, -8, 5, 7, 2
- Cc1ccc(Cl)cc1NC(=O)CSCc1cnn(-c2ccccc2)c1-n1cccc1
    -0.1, -5, 3.1%, -16, 0, /, -2, -7, 7
- Cc1cccc(NC(=S)NNC(=O)CC(C)O)c1C (stereo not given)
    0.0, 0, 0.2%, -9, 2, 23, -3, 7, 3

Pulled one by one from the list above:
Sequence of screens – D2 agonist, TRHR enhancer, RXFP1 ag, D1 antag, D2 PAM, D2 antag, D1 PAM, RXFP1 antag, D1 agonist
- Cc1cccc(NC(=S)NNC(=O)CC(C)O)c1C (stereo not given)
    0.0, 0, 0.2%, -9, 2, 23, -3, 7, 3
- Cc1ccnn1CC(=O)N/N=C/c1ccc([N+](=O)[O-])s1
    0.8, -2, -0.1%, 8, 1, -8, 5, 7, 2
- O=C(NC(Nc1nc2ccccc2s1)(C(F)(F)F)C(F)(F)F)c1ccccc1
    -0.1, 4, 1.9%, -4, -1, -12, -3, 0, 2
- COc1ccc(N2CCN(C(=O)CCS(=O)(=O)c3cccc4nsnc34)CC2)cc1
    -0.3, -1, -1.5%, -13, 6, -12, -5, ?, 1
- Cc1ccc(-n2c(=O)c3ccc(C(=O)NCc4ccccc4Cl)cc3n(CC(=O)Nc3cccc(Cl)c3)c2=O)cc1
    0.4, 29, 2.5%, -9, 12, /, -3, /, 11
- Cc1ccc(C(=O)NC(=S)Nc2ccccc2N2CCOCC2)cc1C
    0.9, -8, -1.5%, 53, 10, -2, 16, -11, 6
- Cc1nc2c(c(C)nn2C(C)(C)C)c(C)c1CCC(=O)Nc1ccc(F)cc1
    1.6, 1, ?, 12, -3, /, -4, /, 4
